# sgs1 mgt1: NCI yeast anticancer drug screen, S. cerevisiae sgs1 mgt1 strain | % growth inhibition at 50 µM | 78,000 compounds, 10% hits | AID 161;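 note: 0% = growth of vehicle-only cultures of the same strain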
#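 Mutant yeast exposed to compound; growth scored against vehicle-only wells.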
# yeast bub3: NCI yeast anticancer drug screen, S. cerevisiae bub3 mutant strain; 78,000 compounds, 9.9% hits; growth inhibition, % at 50 µM;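 note: 0% = growth of vehicle-only cultures of the same strain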
#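 Part of a panel of yeast mutants defective in DNA damage repair or cell cycle regulation. Each strain is grown with compound, and inhibition is calculated relative to solvent-treated cultures.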
# yeast cln2 rad14: NCI yeast anticancer drug screen, S. cerevisiae cln2 rad14 strain; growth inhibition, % at 50 µM; 78,000 compounds, 8.3% hits; AID 165;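 note: 0% = growth of vehicle-only cultures of the same strain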
#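 Yeast strain cln2 rad14, bearing defects in cell cycle control and DNA repair, serves as the test system; values reflect growth inhibition compared with vehicle.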
# yeast rad50: NCI yeast anticancer drug screen, S. cerevisiae rad50 strain | % growth inhibition at 50 µM | 79,000 compounds, 10% hits;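 note: 0% = growth of vehicle-only cultures of the same strain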
#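 Compounds were tested on a yeast strain with an engineered DNA damage repair alteration; the reported value is growth inhibition normalised to vehicle treatment.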
# mec2-1: NCI yeast anticancer drug screen, S. cerevisiae mec2-1 strain | % growth inhibition at 50 µM | 79,000 compounds, 9% hits;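 note: 0% = growth of vehicle-only cultures of the same strain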
#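 Compounds were applied to mec2-1 yeast cells. Their growth was then compared with that of vehicle-treated cultures to give growth inhibition.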
# yeast mlh1 rad18: NCI yeast anticancer drug screen, S. cerevisiae mlh1 rad18 strain | growth inhibition, % at 50 µM | 79,000 compounds, 11% hits | AID 175;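 note: 0% = growth of vehicle-only cultures of the same strain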
#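 Steps: expose repair-defective yeast to compound; measure growth; express inhibition against vehicle-treated controls.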
# An asterisk follows results filed as active; & = joins results of further samples. Cut-off read from the data, not from the text of the source: active = growth inhibition above about 70%; inactive = the rest. This is a subset; the hit share may differ from the screen's.
SMILES,sgs1 mgt1,yeast bub3,yeast cln2 rad14,yeast rad50,mec2-1,yeast mlh1 rad18
COc1cc2c(cc1OC)C(C1OC(=O)c3c1ccc1c3OCO1)N(C)CC2 (centres undefined),11,1,-7,-5,-2,-11
CCOC(=O)C(=[N+]=[N-])C(F)(F)F,-8,-8,-59,1,-9,-11
CN(C)C(=S)Nc1nnc(NC23CC4CC(CC(C4)C2)C3)s1,98*,93*,96*,97*,96*,97*
CC(C)(Br)[N+](=O)[O-],4,11,10,9,-4,2
CC1CN1P(=O)(N1CCc2ccccc21)N1CC1C (centres undefined),-6,6,-25,-22,-8,1
CCOP(=O)(CCl)NC12CC3CC(CC(C3)C1)C2 (centres undefined),-22,5,6,-8,-4,-18
O=C1Cc2ccccc2C(=O)N1CCN1CCOCC1,-4,-2,2,4,-14,2
COC(CNS(=O)(=O)c1ccccc1)[CH2][Hg][O]C(C)=O (centres undefined),99*,99*,99*,99*,99*,99*
O=NN1CCNCC1,-13&-17,-6&-6,-9&-24,-11&-20,-24&-16,-3&8
N/N=C(\CCN1CCCC1)CC(c1ccccc1)c1c(O)c2ccccc2oc1=O (centres undefined),18,26,23,31,-5,32
CC([CH2][Hg][Cl])c1ccccc1 (centres undefined),100*,100*,100*,99*,100*,99*
C1CN2CCC1CC2,0&3,12&-11,15&-6,17&13,-4&4,7&24
COc1cc2c(cc1OC)C(C(=O)O)C1c3cc4c(cc3CCN1C2=O)OCO4 (centres undefined),19,0,22,26,15,32
CCCCCCCCCCCCC(=O)O.[Pb],-14,-2,24,1,10,3
CCCCP(=O)(CCCC)CCCC.CCCCP(=O)(CCCC)CCCC.CCCCP(=O)(CCCC)CCCC.CCCCP(=O)(CCCC)CCCC.[Ce+3].[O-][Cl+3]([O-])([O-])O,31,62,34,44,36,42
Cc1ccc(OP(=O)(Oc2ccc(C)cc2)Oc2ccc(C)cc2)cc1.Cc1ccc(OP(=O)(Oc2ccc(C)cc2)Oc2ccc(C)cc2)cc1.[Cl][Cr]([Cl])[Cl],-2,1,-7,-1,-3,4
CC(=O)C(C(C)=O)C(C)=O.CC(=O)C(C(C)=O)C(C)=O.CC(=O)C(C(C)=O)C(C)=O.[Cr],11,-4,7,25,3,5
CCOP(=O)(OCC)C(=O)Nc1ccc(Br)cc1,9,10,9,-5,-3,15
[Cl][Ni][Cl].[NH-]CCN1CC1.[NH-]CCN1CC1,19,-5,-26,-10,19,-6
S=C=NCCc1ccccc1,42,44,28,72*,48,62
Clc1ccc(C(c2ccccc2Cl)C(Cl)(Cl)Cl)cc1 (centres undefined),2,48,-45,-25,-8,12
ClCCN(CCCl)c1ccc(C=Nc2ccc(N(CCCl)CCCl)cc2)cc1,53,-6,28,59,19,68
O=C(OCC1CCCN2CCCCC12)c1ccncc1 (centres undefined),48,34,15,5,3,2
COC1=CC(=O)N(C(=O)C(OC(=O)C2CCCN2C(=O)C2CCCN2C(=O)C(C(C)C)N(C)C(=O)C(NC(=O)C(C(C)C)N(C)C)C(C)C)C(C)C)C1Cc1ccccc1 (centres undefined),-4,29,-8,17,-21,-33
COc1ccc2c(c1O)-c1c(O)c(OC)cc3c1C(C2)N(C)CC3 (centres undefined),-9,9,10,46,13,-2
NC(=Nc1ccccc1)N/N=C/c1c[nH]c2ccccc12,-20,-7,3,-15,-15,-50
COC(=O)C1=C(C(=O)OC)C2OC1c1cc3ccccc3cc12,100*,99*,99*,100*,100*,100*
C=CC12CN(C)C3C4COC(CC41)C1(C(=O)Nc4ccccc41)C32 (centres undefined),-7,-12,-14,-22&1,-19&-3,-19&29
O=C(Nc1ccc(S(=O)(=O)F)cc1)/C(=C\c1ccc([N+](=O)[O-])cc1)c1cccc2ccccc12,-14,-1,-3,8,-8,9
O=C(c1ccccc1)C1C(C(=O)c2ccccc2)N1C1CCCCC1 (centres undefined),15,84*,2,82*,32,81*
O=C(SCC(NSc1ccccc1[N+](=O)[O-])C(=O)O)c1ccccc1 (centres undefined),75*,6,8,89*,57,48
COC(=O)C1C2CC3c4c(c5ccc(OC)cc5n4[N+](=O)[O-])CCN3CC2CC(OC(=O)c2cc(OC)c(OC)c(OC)c2)C1OC (centres undefined),-34,-22,-18,-14,-51,-4
CC(=O)/C=C\c1ccc2c(c1)OCO2,17,6,9,24,26,-13
CCNC(Cc1ccccc1)C1CCCO1 (centres undefined),-16,-18,2,3,0,-28
S=C=Nc1cccc2ccccc12,-10,-6,18,-14,-12,-6
O=C1NC(=O)C(C(=O)C(=O)Nc2ccc(Br)cc2)C(=O)N1,-27,-16,20,-16,-19,-29
COC(=O)[C@]1(C)CCC[C@]2(C)[C@H]3CC4OO[C@@]3(CC[C@H]21)[C@H]1O[C@@]41C(C)C,94*,92*,92*,92*,93*,92*
C[C@]12CC[C@H]3[C@@H](CCC4=CC(=O)CC[C@@H]43)[C@@H]1CC[C@@H]2OC1(O)C(=O)c2ccccc2C1=O,75*,70,20,65,27,62
CCC1(c2ccccc2)C(=O)N(CCCl)C(=O)N(CCCl)C1=O,4,12,-22,28,16,17
CCN1CCOC(O)(c2cc(Cl)cc(Cl)c2Cl)C1 (centres undefined),9,26,-25,17,-11,15
CC1=C(O)C(=O)[C@@H]2O[C@@H]2C1=O,44,31,14,42,30,-35
C(=C\c1cccs1)/CN1CCC2CCC(C2)C1 (centres undefined),2,6,-17,-3,-4,-11
O=C1[C@@H]2[C@H](C(=O)N1c1ccccc1)[C@H]1CC[C@H]2N1C(=O)c1ccccc1,2,13,3,19,17,6
C[n+]1c(/C=C/c2ccc(O)c3ccccc23)[se]c2ccccc21,87*,75*,41,85*,47,79*
O=[N+]([O-])O.O=[N+]([O-])O.[NH-]C1CCCCC1[NH-].[Pt+2] (centres undefined),80*,89*,86*,52,91*,92*
CCOP(=O)(OCC)Oc1c(Cl)c(Cl)c(O)c(Cl)c1Cl,4,6,-18,-23,-16,-8
COC(=O)/C=C\[C@H]1[C@H](C)N1S(=O)(=O)c1ccc(C)cc1 (some centres undefined),-7,-2,-34,-17,-20,-40
CCOP(=O)(OCC)/C(C#N)=C/c1ccccc1Cl,80*,73*,65,82*,73*,82*
Cc1ccc(C2N3CCCN2CC3)cc1 (centres undefined),-10,-7,-7,-25,10,-13
COC1OC(=O)C(Cl)=C1N=[N+]=[N-] (centres undefined),-6,-13,-17,-43,-9,1
C[C@@H]1C[C@@H]([C@H](O)CC2CC(=O)NC(=O)C2)C(=O)[C@@H](C)C1,94*,94*,91*,92*,94*,92*
O=C(COc1ccc(Cl)c(Cl)c1)Nc1ccc[n+](Cc2c(Cl)cccc2S(=O)(=O)F)c1,-18,-2,40,15,22,5
C[C@]12CCC(=O)C[C@@H]1CC[C@@H]1[C@@H]2CC[C@]2(C)[C@@H]3OCCC[C@H]3C[C@@H]12,46,19,15,22,0,39
C[C@]12CCC(=O)C(O)=C1CC[C@@H]1[C@@H]2CC[C@]2(C)C(=O)CC[C@@H]12,-21,-37,-2,3,10,8
O=[N+]([O-])c1c(Cl)cc(Cl)c([N+](=O)[O-])c1Cl,17,3,4,16,5,32
CCC1CN(CC(=O)c2ccc(Br)cc2)CCO1 (centres undefined),40,49,21,5,3,25
CN1CCN(Cc2ccccc2)C(C#N)C1 (centres undefined),0,-17,-26,-3,-9,-12
O=C(O)CN(CCN(CC(=O)O)CC(=O)O)CC(=O)O,57&26&66,53&38&61,17&-22&-15,43&14&28,31&20&42,47&24&44
CC(C)[N+](C)(CCC(C(=O)N(C)C)(c1ccccc1)c1ccccc1)C(C)C,5,-16,13,19,-2,24
CN1C(=O)N(C)C(O)C(Cl)(Br)C1=O (centres undefined),7,6,26,0,2,13
# Additional results.
SMILES,sgs1 mgt1,yeast bub3,yeast cln2 rad14,yeast rad50,mec2-1,yeast mlh1 rad18
O=C(c1cccc(C(=O)N2CC2)c1)N1CC1,-9,-10,45,-20,-14,-19
Cc1nc2ccccc2c(=O)n1-c1ccc(N(CCCl)CCCl)cc1,-17,5,-7,-1,-9,4
C=CCOCC(O)CN(C)C1CCCCC1 (centres undefined),3,-8,-19,-2,1,7
Cc1ccc(S(=O)(=O)OC2CCC3C4CCC5=CC(=O)CCC5(C)C4CCC23C)cc1 (centres undefined),32,3,16,60,-2,9
O=[P+](c1ccccc1)c1ccccc1,-12,-3,-14,3,-14,-8
CCCCC(=O)c1cc(OC)cc(OC)c1,-34,22,-54,8,-12,-11
Cc1ccc(S(=O)(=O)Nc2cc(C)cc(CCN)c2C)cc1,-15,6,5,17,-12,-10
CCN(CC)P(=O)(N1CC1(C)C)N1CC1(C)C (centres undefined),1,-5,2,2,1,1
CCOC(=O)C1(c2ccccc2)CCCN(C)CC1 (centres undefined),15,13,-14,6,-1,-13
NNC(=O)NNC(=O)NN,-12,-8,2,-6,-3,10
NC(Cc1c[nH]c2cc([N+](=O)[O-])ccc12)C(=O)O (centres undefined),-34,-43,-7,14,2,0
c1ccc2c(C3CCN(CCN4CCOCC4)C3)c[nH]c2c1 (centres undefined),5,14,3,24,10,23

# Whole records from above. Screens in order: sgs1 mgt1	yeast bub3	yeast cln2 rad14	yeast rad50	mec2-1	yeast mlh1 rad18
# CCCCC(=O)c1cc(OC)cc(OC)c1 in the list: -34	22	-54	8	-12	-11
# NC(Cc1c[nH]c2cc([N+](=O)[O-])ccc12)C(=O)O (centres undefined) in the list: -34	-43	-7	14	2	0
# O=[P+](c1ccccc1)c1ccccc1 in the list: -12	-3	-14	3	-14	-8
# O=C(c1cccc(C(=O)N2CC2)c1)N1CC1 in the list: -9	-10	45	-20	-14	-19
# CCN(CC)P(=O)(N1CC1(C)C)N1CC1(C)C (centres undefined) in the list: 1	-5	2	2	1	1

# Two records picked at random from the list so far:
SMILES,sgs1 mgt1,yeast bub3,yeast cln2 rad14,yeast rad50,mec2-1,yeast mlh1 rad18
COc1cc2c(cc1OC)C(C(=O)O)C1c3cc4c(cc3CCN1C2=O)OCO4 (centres undefined),19,0,22,26,15,32
C[C@]12CCC(=O)C(O)=C1CC[C@@H]1[C@@H]2CC[C@]2(C)C(=O)CC[C@@H]12,-21,-37,-2,3,10,8

# (listing goes on)
SMILES,sgs1 mgt1,yeast bub3,yeast cln2 rad14,yeast rad50,mec2-1,yeast mlh1 rad18
CC(C)[C@@H](C)/C=C/[C@@H](C)[C@H]1CC[C@@H]2[C@]1(C)CC[C@H]1[C@]23C=C[C@]2(C[C@@H](O)CC[C@]12C)OO3,12,26,-10,27,-10,36
CN(C)c1ccc2c(c1)Cc1ccccc1-2,18,44,-24,1,-9,-26
COC1CC2C=CC3C4OC2(/C(C)=C/C(C)C(C(C)O)OC1=O)C3C(O)C(C)C4OC(=O)c1ccc[nH]1 (centres undefined),13,-3,11,15,6,14
Cc1ccc(NC(=O)N(CCCl)CCCl)cc1NC(=O)N(CCCl)CCCl,34,28,37,35,-1,9
O=C(OCc1ccccc1)C(C(Cl)c1ccccc1)N(Cc1ccccc1)Cc1ccccc1 (centres undefined),85*,68,90*,91*,81*,87*
COc1cc(C=C2C(=O)NC(=S)NC2=O)ccc1O,-6,14,-20,4,11,-15
CCCCN(CCCC)CCc1ccc(OC(=O)c2ccc(N)cc2)cc1,91*,79*,90*,82*,71*,85*
COP1(OC)(OC)OC(C)=C(C)O1,5,-11,18,-22,-22,9
CN(C)CCCc1c[nH]c2ccccc12,-5,-53,-8,-20,-7,8
[Cl][Hg][Cl].c1ccc(CSc2ccccc2)cc1,99*,99*,99*,99*,100*,99*
C=CC1CN2CCC1CC2C(=O)c1ccnc2ccc(OC)cc12 (centres undefined),3,-7,17,0,-14,3
CN1CN(c2ccccc2)C2(CCN(CCCCCCF)CC2)C1=O,-19,-6,0,-6,-16,16
CCOC(CCl)OCC,5,17,15,14,0,21
O=[N+]([O-])CCCl,-3,4,4,4,2,-4
ClCCN(CCCl)B(N(CCCl)CCCl)N(CCCl)CCCl,99*,99*,99*,99*,99*,99*
CC([OH2+])CNCCN.CC([OH2+])CNCCN.O=[N+]([O-])[O-].[Cu+2] (centres undefined),5,-1,-40,-10,-9,0
Nc1ccc(Oc2ccc(N)cc2)cc1,15,12,12,3,10,26
CCOP(=O)(O)SP(=O)(O)OCC.[Zn+2],-7,-5,3,-14,-12,0
[C-]#[O+].[Cl][Sn]([Cl])[Cl].[Cl][Sn]([Cl])[Cl].[Pt].c1ccncc1,75*,62,42,56,55,70*
COc1ccc(CN2CCCN(Cc3ccc(OC)cc3OC)C2c2ccc(N(CCCl)CCCl)cc2)c(OC)c1,61,5,30,71*,23,54

# Filtered by structure, those above containing two or more sulfur atoms.
SMILES,sgs1 mgt1,yeast bub3,yeast cln2 rad14,yeast rad50,mec2-1,yeast mlh1 rad18
CN(C)C(=S)Nc1nnc(NC23CC4CC(CC(C4)C2)C3)s1,98*,93*,96*,97*,96*,97*
O=C(SCC(NSc1ccccc1[N+](=O)[O-])C(=O)O)c1ccccc1 (centres undefined),75*,6,8,89*,57,48

# High-throughput results as filed in PubChem BioAssay.
